zfTRPN1 agonist: zebrafish TRPN1 channel agonists, primary screen, cell-based, HEK293, calcium fluorescence. transient receptor potential cation channel N1 (TRPN1/NompC), Danio rerio. HEK293 zebrafish TRPN1-YFP, Fluo-8 calcium fluorescence; 100% = response to 87 µM carbachol. activation, % at 3 µM. 0.18% of 220,000 active. AID 1424, 2008;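 active = activation above its plate's cutoff, the mean activation of test wells on that plate plus 3 SD, cut at about 19% in these data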;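 note: 0% = DMSO alone and 100% = 87 µM carbachol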
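Material: zebrafish TRPN1-YFP in HEK293 cells; Doses: single test compound dose, 3 µM nominal, 0.3% DMSO; Timing: dye loading 1 h at 37 °C, then 30 min room temperature; Technique: intracellular calcium fluorescence with Fluo-8; Benchmarks: high carbachol 87 µM, low DMSO alone.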
BaF3 parental: parental Ba/F3 cell viability inhibition, counter-screen for JAK2V617F inhibitor project, murine pro-B, CellTiter-Glo luminescence; CellTiter-Glo ATP luminescence; inhibition, % at 5.6 µM; 1.1% of 220,000 active;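 active = inhibition above a per-campaign cutoff, the mean inhibition of all tested compounds plus 3 SD, cut at about 27% in these data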;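 note: 0% = DMSO wells and 100% = JAK Inhibitor I control wells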
Ba/F3 V617F tox: reduced viability of JAK2V617F-dependent Ba/F3 cells, primary screen, JAK2V617F inhibitor project, cell-based, Ba/F3 EpoR-JAK2V617F, luminescence | 1.1% of 220,000 active | inhibition, % at 5.6 µM | ATP luminescence | AID 1446, 2008;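 active = inhibition above the campaign mean plus 3 SD over all tested compounds, cut at about 24% in these data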;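 note: cytokine-independent growth of Ba/F3 cells driven by EpoR plus mutant JAK2; 0% = DMSO-treated cells and 100% = JAK inhibitor I control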
S1P4 ag: S1P4 receptor agonists, primary screen, cell-based; Sphingosine 1-phosphate receptor 4 (Homo sapiens), O95977; S1P4-expressing cell line, agonist reporter assay; activation, % at 4.98 µM; 0.35% of 220,000 active; AID 1509, 2009; in the data active = activation above about 11%;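 note: 0% = DMSO vehicle and 100% = reference agonist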
m-calpain inh: inhibitors of pig calpain II, primary screen, biochemical, fluorogenic peptide substrate, 1536-well; 0.37% of 220,000 active; inhibition, % at 16 µM; AID 1236, 2008; purified calpain II, 30 min;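 active = inhibition above about 50%, limit read from the data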
TRPML3 agonist: human TRPML3 channel agonists, primary screen, cell-based, HEK293 TRPML3-YFP, Fluo-8 calcium fluorescence, 3 µM | 0.29% of 220,000 active | Mucolipin-3 (Homo sapiens), Q8TDD5 | activation, % at 3 µM | 100% = the carbachol control signal;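 active = activation above its plate's cutoff, the mean activation of the plate's test wells plus 3 SD, cut at about 12% in these data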;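 note: 0% = DMSO only wells and 100% = carbachol wells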
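Test system: HEK293 cells stably carrying human TRPML3-YFP; Doses: single dose, 3 µM final nominal compound, 0.3% DMSO final; Schedule: dye loading 1 h 37 °C then 30 min ambient, 125 s read; Technique: Fluo-8 calcium fluorescence; Benchmarks: high control carbachol 87 µM, low control DMSO.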
PERK inh: block of dimerizer-induced PERK translation repression, primary screen, PERK inhibitor project, CHO PERK-DD cells, SEAP luminescence, HTS. Eukaryotic translation initiation factor 2-alpha kinase 3 (Homo sapiens), Q9NZJ5. CHO PERK-DD fusion, SEAP luminescence translation reporter. inhibition, % at 5.6 µM. 0.17% of 220,000 active;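 active = inhibition above the mean inhibition of all tested compounds plus 3 SD, set separately per screening campaign, cut at about 2.9% in these data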;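 note: PERK kinase domain activated by AP20187 dimerizer at 100 nM; 0% = DMSO with dimerizer and 100% = rapamycin at 8.4 µM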
Target sequence (Q9NZJ5 whole entry, looked up, the tested form may be a part): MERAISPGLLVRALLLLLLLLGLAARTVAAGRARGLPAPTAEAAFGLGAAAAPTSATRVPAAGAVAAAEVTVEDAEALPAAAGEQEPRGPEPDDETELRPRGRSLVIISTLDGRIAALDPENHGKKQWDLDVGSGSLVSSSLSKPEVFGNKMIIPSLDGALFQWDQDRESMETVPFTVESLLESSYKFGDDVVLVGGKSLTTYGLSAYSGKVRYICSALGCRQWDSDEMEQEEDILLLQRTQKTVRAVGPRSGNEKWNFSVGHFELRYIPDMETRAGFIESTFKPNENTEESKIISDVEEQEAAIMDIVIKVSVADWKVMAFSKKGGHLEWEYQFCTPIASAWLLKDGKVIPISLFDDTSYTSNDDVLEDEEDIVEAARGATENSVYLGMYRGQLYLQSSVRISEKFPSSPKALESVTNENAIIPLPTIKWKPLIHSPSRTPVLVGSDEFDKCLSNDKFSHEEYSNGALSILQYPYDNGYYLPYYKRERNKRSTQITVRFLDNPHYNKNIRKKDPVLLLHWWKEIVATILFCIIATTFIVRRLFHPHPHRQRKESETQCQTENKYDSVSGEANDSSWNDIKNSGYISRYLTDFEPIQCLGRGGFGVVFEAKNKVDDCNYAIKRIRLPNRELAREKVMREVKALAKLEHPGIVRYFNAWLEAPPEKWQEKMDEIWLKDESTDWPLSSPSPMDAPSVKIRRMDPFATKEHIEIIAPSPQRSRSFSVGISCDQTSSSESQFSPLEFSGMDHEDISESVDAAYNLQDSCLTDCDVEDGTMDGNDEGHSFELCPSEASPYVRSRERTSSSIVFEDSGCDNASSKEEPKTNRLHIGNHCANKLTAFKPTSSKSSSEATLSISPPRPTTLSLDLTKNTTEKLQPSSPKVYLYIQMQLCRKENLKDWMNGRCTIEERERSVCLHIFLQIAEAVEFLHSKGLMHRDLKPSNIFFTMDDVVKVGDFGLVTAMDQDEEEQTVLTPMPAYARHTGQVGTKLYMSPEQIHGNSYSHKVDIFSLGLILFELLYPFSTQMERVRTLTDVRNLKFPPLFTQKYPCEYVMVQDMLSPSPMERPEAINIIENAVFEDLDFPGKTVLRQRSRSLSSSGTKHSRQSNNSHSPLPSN
S1P4 antag: S1P4 receptor antagonists, primary screen, cell-based | Sphingosine 1-phosphate receptor 4 (Homo sapiens), O95977 | S1P4-expressing cells, antagonist mode, reporter read-out | inhibition, % at 4.98 µM | 0.26% of 220,000 active; in the data active = inhibition above about 29%;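 note: 0% = wells stimulated with agonist and 100% = vehicle wells without agonist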
EP2 modulator: EP2 receptor modulators, cAMP readout, primary screen, cell-based, HTRF cAMP, PGE2 stimulation; Prostaglandin E2 receptor EP2 subtype (Homo sapiens), P43116; EP2-expressing cells, cAMP HTRF FRET, PGE2 co-stimulation; induction, % at 25 µM; 0.83% of 260,000 active; AID 940, 2007;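 active = compounds whose cAMP rise, as percent of the full-agonist control response, exceeds 60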;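 note: rat C6 glioma line stably carrying human EP2 under a CMV promoter; the protocol text gives 20 µM as final concentration; 100% = response of wells given 1 µM PGE2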
The depositor's hits bear a star; i = inactive; x = no result given; & = joins results of further samples.

SMILES | zfTRPN1 agonist | BaF3 parental | Ba/F3 V617F tox | S1P4 ag | m-calpain inh | TRPML3 agonist | PERK inh | S1P4 antag | EP2 modulator
CCOC(=O)C1CCN(c2c(NCCCN3CCN(Cc4ccccc4)CC3)c(=O)c2=O)CC1 | 0.9 | 3 | -1 | 0.5 | -13 | 0.4 | 1.2 | 4 | 17
CC1CCCC(NC(=S)Nc2ccc(SC(F)F)cc2)C1C (configuration not stated) | 14 | 5 | 0 | 1.8 | -23 | 4.1 | 0.2 | -12 | -51
COc1ccc(-c2csc(N(CCc3ccccc3)C(=O)COc3ccccc3)n2)cc1 | 1.3 | 0 | -2 | 0.2 | -29 | -0.1 | -0.3 | -20 | 0
CCC(C)NCCCCOc1ccc(Br)cc1 (configuration not stated) | 2.2 | 6 | -1 | 1.5 | 7 | 1.7 | 0.6 | -34 | 3
CC[C@H](C)[C@H](NC(N)=O)C(=O)OCC(=O)NCc1ccc(Cl)cc1 | 0.0 | 7 | -2 | 1.8 | 2 | -0.3 | 0.7 | -8 | 15
COc1ccccc1CNC(=S)NCCc1ccccc1 | -1.1 | 5 | -1 | 0.0 | 27 | -0.5 | 0.2 | -34 | -18
CS(=O)(=O)c1[nH]nc(-c2cccc(Cl)c2)c1C#N | 2.1 | 1 | 1 | -2.9 | -2 | 0.0 | 2.1 | 14 | -28
O=C1CC(NCCc2ccccc2)C(=O)N1CCc1ccccc1 (configuration not stated) | -0.8 | -3 | -2 | -0.4 | -12 | 0.7 | 1.1 | -5 | -45
CCOc1ccc(CNCc2ccc(C(=O)O)cc2)cc1OC | 0.7 | 12 | 3 | 0.3 | -3 | 0.8 | 1.9 | -8 | 27
CCOP(=O)(CC(C(C)=O)C(O)c1ccccc1)OCC (configuration not stated) | -0.1 | 0 | -2 | -0.3 | 11 | 0.4 | -0.9 | 5 | -17
COc1cc(NC(=O)Cn2ncc3c2-c2ccccc2OC3)cc(OC)c1OC | 2.7 | 9 | 3 | -0.2 | 11 | 0.5 | 0.5 | -12 | -1
COc1cccc(C=Nc2ccc3c(c2)OCCO3)c1O | 1.3 | 2 | -1 | 0.7 | 17 | 0.6 | 0.5 | -10 | 19
O=Cc1cccn1-c1nccc(-c2ccco2)n1 | 0.5 | 7 | 1 | 1.5 | -19 | 0.2 | 1.2 | -8 | -12
Cc1ccc(/C(O)=C2/C(=O)C(=O)OC2c2ccc(Cl)cc2)cc1 (configuration not stated) | 0.0 | 4 | 2 | -0.2 | -5 | -0.2 | 1.1 | 0 | 31
COc1cc(-c2nnc(COC(=O)c3c4c(nc5ccccc35)CCCC4)o2)cc(OC)c1OC | 0.4 | 11 | 1 | 1.1 | -189 | -1.0 | -0.8 | -10 | 24
O=C(NNC(=O)c1c(F)cccc1F)c1sccc1-n1cccc1 | 0.1 | 4 | 5 | -1.5 | 23 | -0.2 | 0.3 | -17 | 20
Cc1[nH]nc(SCC(=O)Nc2ccc(C#N)cc2)c1[N+](=O)[O-] | -0.4 | 5 | 2 | 1.0 | 33 | 0.7 | 0.3 | -16 | 7
CCC(=O)N1CCc2cc(S(=O)(=O)NCCC(=O)N3CCc4ccccc4C3)ccc21 | 1.0 | 7 | -2 | -1.3 | -2 | -0.1 | -1.0 | 4 | -4
O=C(CSc1n[nH]c(-c2cccnc2)n1)Nc1ccccc1 | -0.1 | -1 | -5 | -0.2 | 1 | -0.1 | 0.9 | -8 | 8
O=C(CSCC(=O)N1CCCCC1)Nc1nc(-c2cccs2)cs1 | 7.1 | 2 | -1 | 3.2 | -37 | 1.2 | 1.4 | -10 | -9
O=C1CC(N2CCC(c3nc4ccccc4o3)CC2)C(=O)N1c1ccc(F)cc1 (configuration not stated) | 0.4 | 6 | 0 | 1.1 | 12 | 0.6 | 1.0 | -10 | -14
CSc1ccc(Cl)c(C(=O)OCC(=O)Nc2ccccc2OC(F)F)c1 | -2.6 | 5 | 0 | 5.1 | 9 | -0.7 | 1.0 | 17 | 9
O=C(O)C1C2CCC(O2)C1C(=O)NCCC1=CCCCC1 (configuration not stated) | 1.0 | 1 | -1 | -1.0 | -31 | 0.8 | 0.6 | 14 | 6
CCOc1cc(S(=O)(=O)N2CC=C(c3ccc(F)cc3)CC2)c(OCC)cc1-n1cnnn1 | -0.2 | 4 | 1 | -0.8 | -35 | 0.7 | 1.6 | 7 | 9

A second format for part of the listing above.
Results follow in this order: zfTRPN1 agonist, BaF3 parental, Ba/F3 V617F tox, S1P4 ag, m-calpain inh, TRPML3 agonist, PERK inh, S1P4 antag, EP2 modulator
CCOc1cc(S(=O)(=O)N2CC=C(c3ccc(F)cc3)CC2)c(OCC)cc1-n1cnnn1
    -0.2, 4, 1, -0.8, -35, 0.7, 1.6, 7, 9
Cc1[nH]nc(SCC(=O)Nc2ccc(C#N)cc2)c1[N+](=O)[O-]
    -0.4, 5, 2, 1.0, 33, 0.7, 0.3, -16, 7

The listing continues:
SMILES | zfTRPN1 agonist | BaF3 parental | Ba/F3 V617F tox | S1P4 ag | m-calpain inh | TRPML3 agonist | PERK inh | S1P4 antag | EP2 modulator
CCc1ccc(S(=O)(=O)N2CC(=O)Nc3ccccc32)cc1 | -0.6 | 1 | -3 | 1.5 | 12 | 1.1 | -0.7 | 8 | -33
CCOC(=O)C(C(=O)OCC)N(C#N)c1nc(OC)nc(N(C)C)n1 | -0.9 | 4 | -1 | 0.1 | -18 | 0.3 | -0.2 | 10 | 17
CN1CCN(C(=O)CN(c2cccc(Br)c2)S(=O)(=O)c2ccccc2)CC1 | 0.5 | 11 | 7 | 1.6 | 29 | 1.2 | -0.6 | -5 | -6
Cc1cc(NC(=O)C2C3C(=O)N(CC4CCCO4)C(C(=O)NCc4ccccc4)C34C=CC2(C)O4)no1 (configuration not stated) | 1.6 | 0 | 1 | 0.4 | -26 | 0.4 | 0.1 | -19 | 39
O=S(=O)(Cc1ccccc1)N1CCN(C/C=C/c2ccccc2)CC1 | 0.4 | 2 | 2 | -0.1 | 5 | 3.3 | 0.3 | -4 | -13
NC(=S)N/N=C\c1c(OCc2ccccc2Cl)ccc2ccccc12 | -1.6 | 4 | 13 | 4.4 | -25 | -0.7 | 0.5 | 14 | 34
COC(=O)c1nnn(-c2cc(Cl)cc(Cl)c2)c1C(=O)OC | -1.9 | 0 | -1 | 1.3 | 27 | -0.1 | 0.0 | -15 | 10
O=C(NCc1cccs1)C1CCCN1C(=O)Nc1ccc(F)cc1 (configuration not stated) | -0.2 | -2 | -1 | 0.5 | 2 | 0.0 | 1.4 | -11 | -13
O=C(NCCCO)c1cc2ccccc2[nH]1 | 1.6 | 5 | 6 | 1.9 | -8 | 1.0 | 0.8 | -10 | -34
CCC(=O)Nc1c(C(=O)N2CCCCCC2)cnn1-c1ccc(C)c(C)c1 | 0.1 | 0 | 1 | 2.9 | -17 | 0.8 | 0.2 | -15 | 2
CCOC(=O)C1=C[C@]2(CC)CCCN3CCc4c(n1c1ccccc41)[C@@H]32 | -1.2 | -4 | 7 | -2.1 | 12 | -0.3 | -2.0 | -21 | -13&39&23
COc1ccc(N2C(=O)CC(S/C(N)=N/N=C(\C)c3cccs3)C2=O)cc1 (configuration not stated) | 1.6 | 6 | 1 | -3.4 | -51 | 0.2 | 1.7 | 11 | -8
O=[N+]([O-])c1cc([N+](=O)[O-])c2c(=Nc3ccccc3)n(-c3ccccc3)n(O)c2c1 | -3.2 | 7 | 3 | 1.7 | -29 | -1.2 | -0.8 | 5 | -23
CCOC(=O)c1ccccc1NC(=O)c1ccc(N(C)S(C)(=O)=O)cc1 | -1.2 | 0 | -2 | 2.2 | -4 | 0.2 | 0.3 | -17 | 11
COc1ccc(-c2onc3ccc(Cl)cc23)cc1 | -0.6 | 0 | -4 | -4.2 | -11 | 0.4 | 0.9 | -8 | -24
COc1ccc(/C=N/n2cc(-c3ccccc3)nc2N)cc1 | 0.1 | 11 | 1 | -0.1 | -26 | 0.4 | 0.7 | -8 | -7
CCC(=O)N/N=C(\C)CC(=O)Nc1ccc2ccccc2c1 | -0.1 | 4 | 4 | 0.9 | 24 | -0.7 | -0.3 | 2 | -13
COc1cccc(C(=O)N/N=c2\oc3c(OC)cccc3cc2C(=O)NCc2ccccc2)c1 | 0.0 | 0 | -4 | 0.2 | -4 | 0.8 | 0.4 | -16 | -2
O=S(=O)(Cc1ccc(Cl)cc1)NCc1cccnc1 | -0.7 | -1 | -3 | 0.0 | 7 | -0.7 | 0.4 | -6 | 4
CCNc1nc(NCC)nc(N2CC(=O)N(CC(=O)OCC)C2=N)n1 | 0.5 | 2 | -2 | 5.8 | x | -0.1 | 0.3 | -37 | x
CCOc1ccc(C(=O)CSc2nnc(C3CC3)n2C)cc1 | -0.3 | 1 | 0 | -0.1 | 3 | 0.8 | -0.6 | -26 | -4
Nn1c(SCC(=O)N2CCCc3ccccc32)nncc1=O | -1.8 | -1 | -4 | 1.4 | 6 | 0.4 | 0.6 | -11 | 19
c1ccc(Nc2ccccn2)cc1 | 0.8 | 5 | 3 | 1.5 | 13 | 0.5 | 0.5 | 5 | -6
CN(C)CCn1c(N)nc2ccccc21 | 0.9 | -1 | 0 | -0.6 | 7 | 0.3 | 2.4 | -6 | -6
CCOc1ccc(Nc2cc(Nc3ccccc3OCC)nc(C=C(C#N)C#N)n2)cc1 | 1.2 | -2 | -3 | 0.2 | 3 | 0.9 | 0.6 | 5 | -35
Cc1ccc2nc(SCC(=O)N/N=C/c3ccco3)cc(C)c2c1 | -3.0 | 7 | 0 | 0.3 | -25 | -1.7 | -0.3 | -2 | -9
Cc1cc(NC2CCCCC2)n2c(n1)nc1ccccc12 | -0.6 | 8 | 4 | -0.1 | i | 0.3 | 0.1 | 11 | 46
Cc1cnc(NC(=O)CSc2nnc(-c3ccncc3)n2C2CCCCC2)s1 | 0.0 | 1 | 0 | 1.9 | -12 | 0.9 | 0.9 | -2 | 4&-11

As a short view, some entries already given:
SMILES | zfTRPN1 agonist | BaF3 parental | Ba/F3 V617F tox | S1P4 ag | m-calpain inh | TRPML3 agonist | PERK inh | S1P4 antag | EP2 modulator
c1ccc(Nc2ccccn2)cc1 | 0.8 | 5 | 3 | 1.5 | 13 | 0.5 | 0.5 | 5 | -6
CN(C)CCn1c(N)nc2ccccc21 | 0.9 | -1 | 0 | -0.6 | 7 | 0.3 | 2.4 | -6 | -6
CCOc1ccc(Nc2cc(Nc3ccccc3OCC)nc(C=C(C#N)C#N)n2)cc1 | 1.2 | -2 | -3 | 0.2 | 3 | 0.9 | 0.6 | 5 | -35
Cc1ccc2nc(SCC(=O)N/N=C/c3ccco3)cc(C)c2c1 | -3.0 | 7 | 0 | 0.3 | -25 | -1.7 | -0.3 | -2 | -9

Screening results (PubChem BioAssay)
